ssDAF-12 act: S. stercoralis DAF-12 nuclear receptor activators, primary screen, cell-based, luminescence, HEK293, GRIP1 co-expression, lit1-tk-luc; HEK293 ssDAF-12/GRIP1 lit1-tk-luc reporter; % of 3 µM dafachronic acid response; activation, % at 6.8 µM; actives 1% (n = 370,000); AID 652126, 2013;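 active means activation above the mean over all tested compounds plus 3 SD, cut at about 0.9% in these data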;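 further: 0% = DMSO-only wells and 100% = 3 µM delta7-dafachronic acid wells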
hgDAF12 agonist: H. glycines DAF-12 receptor agonists, primary screen, cell-based, luminescence, HEK293, GAL4 fusion, UAS-luciferase; HEK293 GAL4-hgDAF12 UAS-luciferase reporter, agonist luminescence; normalized to butyrate control; activation, % at 6.8 µM; actives 1.8% (n = 370,000);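 active means activation above a cutoff set at the mean of all screened compounds plus 3 SD, cut at about 10% in these data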;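 further: 0% = DMSO wells and 100% = sodium butyrate wells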
ADAM10 inh: human ADAM10 inhibitors, primary screen, biochemical, QFRET, HTS; AID 720582, 2013; inhibition, % at 7 µM; actives 0.62% (n = 370,000); recombinant ADAM10, EDANS/DABCYL FRET peptide cleavage, 3 h; Disintegrin and metalloproteinase domain-containing protein 10 (Homo sapiens), O14672;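 active means inhibition above a per-campaign cutoff equal to the mean of compounds falling between control-based bounds plus 3 SD, cut at about 20% in these data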;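 further: 0% = DMSO wells while the 100% control is not disclosed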
DAX1 inh-1: DAX1 (NR0B1) inhibitors on StAR promoter, primary screen, cell-based, luminescence, SF-1 (NR5A1), full-length DAX-1 | HEK293T StAR-luciferase reporter, SF-1/DAX-1 repression relief | inhibition, % at 6.8 µM | actives 1.1% (n = 370,000) | AID 652010, 2013;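 active means inhibition above the mean over all tested compounds plus 3 SD, cut at about 3.6% in these data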;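 further: 0% = DAX-1 cells with DMSO and 100% = cells lacking DAX-1 with DMSO; higher inhibition means more luminescence from relief of DAX-1 repression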
NPR1 activator: GC-A stimulated cGMP production enhancers – HEK293 GC-A cells, cGMP TR-FRET, EC30 ANP, primary screen | 0% at EC30 ANP, 100% saturating ANP | activation, % at 10 µM | actives 0.14% (n = 370,000) | AID 1671463, 2021; in the data active means activation above about 40%
hcDAF12 agonist: H. contortus DAF-12 nuclear receptor activators, primary screen, cell-based, luminescence, HEK293, lit1-tk-luc reporter | actives 1.4% (n = 370,000) | AID 652067, 2013 | HEK293 hcDAF-12 lit1-tk-luc reporter; 0% DMSO, 100% Δ7-dafachronic acid | activation, % at 6.8 µM;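 active means activation above the mean of all tested compounds plus 3 SD, cut at about 5.5% in these data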;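 further: 100% = response to 3 µM Δ7-dafachronic acid high control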
PG9 Ab binder: binders of HIV-1 gp120 antibody PG9, primary screen, biochemical, TR-FRET; HIV-1 gp120 / PG9 antibody interaction; TR-FRET gp120-PG9 antibody binding; inhibition, % at 6.7 µM; actives 0.43% (n = 360,000); AID 624416, 2012; in the data active means inhibition above about 8.5%
GAA850 FXN act: FXN promoter activators, primary screen, cell-based, luciferase luminescence, HEK293 lucGAA850. HEK293 lucGAA850 FXN promoter luciferase reporter, 24 h; percent of 10 µM SAHA response. activation, % at 6 µM. actives 0.56% (n = 360,000);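 active means activation above the average of all compounds screened plus 3 SD, cutoff fixed separately per campaign, cut at about 7.5% in these data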;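 further: 0% = DMSO wells and 100% = 10 µM SAHA wells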
SMARCA2 activ: SMARCA2 (BRM) function activators, primary screen, cell-based, luminescence, high throughput; MG213 cells, MMTV-luciferase reporter, dexamethasone, overnight; activation, % at 9.1 µM; actives 1% (n = 370,000); AID 652017, 2013; in the data active means activation above about 7.8%;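 further: 0% = vehicle wells and 100% = reference activator wells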
ADAM17 inh: ADAM17 inhibitors, primary screen, biochemical, QFRET; Disintegrin and metalloproteinase domain-containing protein 17 (Homo sapiens), P78536; inhibition, % at 6.95 µM; recombinant ADAM17, EDANS/DABCYL FRET peptide cleavage; actives 0.83% (n = 370,000);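 active means inhibition above the mean of compounds lying between control limits plus 3 SD, set per campaign, cut at about 8.5% in these data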;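 further: 0% = DMSO-only wells as the low control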
Target sequence (P78536 215-824 limits assumed): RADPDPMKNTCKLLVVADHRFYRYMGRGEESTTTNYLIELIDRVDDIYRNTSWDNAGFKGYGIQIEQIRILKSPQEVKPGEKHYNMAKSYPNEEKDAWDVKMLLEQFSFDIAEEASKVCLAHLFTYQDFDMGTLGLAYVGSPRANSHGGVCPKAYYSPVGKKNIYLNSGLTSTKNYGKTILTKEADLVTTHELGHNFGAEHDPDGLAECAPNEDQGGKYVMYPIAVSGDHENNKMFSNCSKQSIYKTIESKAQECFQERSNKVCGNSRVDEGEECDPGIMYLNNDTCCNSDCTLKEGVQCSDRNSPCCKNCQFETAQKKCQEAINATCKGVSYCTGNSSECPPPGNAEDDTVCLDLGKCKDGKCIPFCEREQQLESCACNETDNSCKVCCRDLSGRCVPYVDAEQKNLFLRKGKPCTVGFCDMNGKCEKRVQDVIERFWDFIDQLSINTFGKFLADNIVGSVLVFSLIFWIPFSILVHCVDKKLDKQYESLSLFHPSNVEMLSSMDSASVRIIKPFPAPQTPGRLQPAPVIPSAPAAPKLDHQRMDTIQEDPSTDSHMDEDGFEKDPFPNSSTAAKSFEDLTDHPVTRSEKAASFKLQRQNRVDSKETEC
DAX1 inh-2: DAX1 (NR0B1) inhibitors, primary screen, cell-based, HEK293, Gal4-DAX1, luciferase luminescence; Nuclear receptor subfamily 0 group B member 1 (Homo sapiens), P51843; HEK293 Gal4-DAX1 luciferase reporter; inhibition, % at 6.75 µM; actives 0.99% (n = 340,000); AID 504766, 2011;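 active means inhibition above the mean over all tested compounds plus 3 SD, cut at about 4.2% in these data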;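 further: 0% = DAX1-transfected cells with DMSO and 100% = empty-vector control cells with DMSO; inhibition shows as a rise in luminescence from relieved DAX1 repression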
Target sequence (P51843 207-470 limits assumed): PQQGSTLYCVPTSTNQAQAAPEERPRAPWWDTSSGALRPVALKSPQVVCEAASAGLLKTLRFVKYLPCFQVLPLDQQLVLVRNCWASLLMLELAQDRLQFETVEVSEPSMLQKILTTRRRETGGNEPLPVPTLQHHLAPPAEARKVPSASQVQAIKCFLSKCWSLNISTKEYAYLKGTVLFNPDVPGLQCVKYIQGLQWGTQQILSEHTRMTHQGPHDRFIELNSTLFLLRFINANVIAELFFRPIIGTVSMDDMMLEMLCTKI
Active calls of the source: *; i = inactive; / = no result given.

SMILES	ssDAF-12 act	hgDAF12 agonist	ADAM10 inh	DAX1 inh-1	NPR1 activator	hcDAF12 agonist	PG9 Ab binder	GAA850 FXN act	SMARCA2 activ	ADAM17 inh	DAX1 inh-2
Cc1c(CN2CCC(n3nccc3NC(=O)C3CC3)CC2)[nH]c2ccccc12	-0.9	0.6	4.0	0.1	1.2	1.3	0.4	0.0	2.3	-6.4	0.6
CCN(C(=O)N1CCOCC1)c1ccccc1C	-0.1	-2.0	-4.5	0.1	-1.7	-0.8	-2.7	-1.1	-1.9	-1.4	1.5
CCCCC[C@@H]1C=C(C(=O)O)[C@H](c2ccc(Cl)c(Cl)c2)N1S(=O)(=O)c1ccc(C)cc1	-0.6	0.0	9.3	0.5	1.9	-0.8	-1.1	-0.9	-2.2	0.1	1.6
CCCCNC(=O)C(=O)NCc1ccncc1	-2.0	1.2	2.3	-0.3	3.0	-1.4	0.1	0.3	-4.3	-5.5	/
O=C(CC1S/C(=N/N=C/c2cccs2)NC1=O)Nc1ccc(Cl)c(Cl)c1 (stereo not given)	-0.7	0.6	-5.8	0.9	1.2	-0.5	1.1	3.8	-1.6	-2.9	-0.6
COc1ccc(CNC(=O)N2CCN(c3cccc(Cl)c3)CC2)cc1OC	-1.6	-3.9	2.6	-0.4	0.5	-2.0	-2.1	0.5	-1.3	1.6	-0.7
CCn1ccnc1CNC(=O)C1CCC(=O)N(Cc2ccccc2F)C1 (stereo not given)	-1.7	-4.2	-13.6	-0.6	2.7	-1.8	1.1	1.8	-1.1	-2.1	-0.1
COc1cc(-c2nc3ccc4ccccc4c3c3c2CCC3)cc(OC)c1O	-1.0	-1.1	1.0	-0.3	1.5	-1.1	0.4	0.0	-1.9	2.9	-1.4
C=CCN1C(=O)c2ccc(C(=O)N(C)CC(=O)Nc3ccccc3Cl)cc2C1=O	-1.5	3.8	-3.5	0.8	2.8	-0.9	-0.5	-1.5	0.1	-1.5	1.2
CCOC(=O)C1CCN(C(=O)c2ccccc2NS(=O)(=O)c2ccc(F)cc2)CC1	-0.5	-1.0	2.2	-0.3	0.7	-1.0	-0.1	2.4	-1.1	0.9	-0.3
NS(=O)(=O)c1ccc(CCNC(=O)CNCCc2ccc(C(F)(F)F)cc2)cc1	-1.1	-2.8	-12.2	-0.8	1.3	-1.7	-1.6	1.4	-3.4	-5.6	-1.4
O=C(OCC#CCSc1nnc(-c2ccco2)o1)c1ccc(F)cc1	-0.2	-3.0	-5.1	/	3.8	-1.3	/	/	/	-3.5	/
O=C(NCCS(=O)(=O)NC1CCCC1)c1ccc(F)cc1	-1.1	-1.4	0.1	-0.4	-2.2	-1.2	-0.7	0.9	-1.6	-2.8	-1.0
N#CC(C#N)=C1C=CC=CN1/C(=C\c1ccco1)C(=O)c1ccc(Br)cc1	-2.1	-3.9	-14.6	-2.5	6.8	-1.6	-2.8	-16.1	-9.8	-4.5	-2.2
Cc1ccc(NC(=O)C/C(N)=N/OC(=O)Nc2ccc(C)c(Cl)c2)cc1	-1.3	7.6	-8.0	1.7	4.8	0.8	-0.1	1.8	0.9	-0.1	0.4
CCOc1ccc(NC(=S)NNc2ccnc3cc(Cl)ccc23)cc1	-1.5	-0.4	-1.2	0.8	-1.4	7.9*	0.3	0.1	4.9	-2.3	0.6
COc1cccc(-n2cc(CNCc3c(C(=O)N(C)C)nc4ccc(Cl)cn34)cn2)c1	-2.0	-1.3	-4.2	-1.4	-35.8	-1.7	-2.0	0.7	-3.0	-2.4	-1.3
C[C@@H]1C[C@@H]2OC(=O)[C@]3(C)[C@H]2[C@@H](OC3(C)O)[C@]2(C)C(=O)C=C[C@H]12 (stereo not given in full)	-1.0	-0.8	4.4	0.0	1.6	3.3	-0.9	7.4	2.6	1.3	-0.8
COc1cc(C)c(CN2CCSCC2)cc1C	-0.9	-1.3	3.8	-0.1	-1.0	-0.1	-2.7	0.8	3.5	1.8	0.5
CCOC(=O)c1ccc(CN2CCCC(C)(C(=O)NCCOC)C2)cc1 (stereo not given)	-1.3	1.1	-11.8	0.3	2.4	1.1	1.5	0.0	-1.3	-8.3	/
COc1cccc(CNC(=O)CCn2c(=O)c3cccn3c3cccnc32)c1	-1.3	-1.3	-15.7	1.1	-4.9	-0.1	-2.9	1.6	2.2	-8.1	-0.3
CCCCCCCCCCn1ccc(=N)cc1	-2.6	-10.9	-2.7	-2.2	6.9	-5.9	0.1	-8.8	-12.4	-2.9	-7.5
O=C(Cn1cnc2c(cnn2-c2ccccc2)c1=O)Nc1cc(S(=O)(=O)N2CCOCC2)ccc1Cl	-0.3	1.0	-2.2	-0.1	-1.2	-0.9	0.6	0.3	-3.9	-0.4	0.0
COc1ccccc1-c1nn(-c2ccccc2)cc1C(=O)N1CCN(C(=O)c2ccco2)CC1	-1.4	-1.3	0.5	0.6	0.8	-1.8	-1.4	3.2	1.8	-0.1	-0.6
Cc1ccc(S(=O)(=O)CCC(=O)Nc2cccc([N+](=O)[O-])c2)cc1	-1.2	2.3	-13.8	0.1	0.0	0.3	0.8	0.3	-4.0	-0.3	7.3*
SMILES	ssDAF-12 act	hgDAF12 agonist	ADAM10 inh	DAX1 inh-1	NPR1 activator	hcDAF12 agonist	PG9 Ab binder	GAA850 FXN act	SMARCA2 activ	ADAM17 inh	DAX1 inh-2
Cc1ccc(C)c(N2CCN(C(=O)c3csc4ccccc34)CC2)c1	-2.0	-1.8	9.5	-0.5	4.1	1.1	-2.2	0.7	-4.1	0.8	1.8
C/C(CC(=O)Nc1cccc2c1CCCC2)=N\NC(=O)c1cccc2ccccc12	-1.8	-1.3	6.6	-0.5	0.5	0.6	0.1	-1.7	-0.4	3.8	0.8
Cc1ccc(NC2=NC(c3ccc(F)cc3)n3c(nc(C)cc3=O)N2)cc1 (stereo not given)	0.6	1.5	-1.8	0.2	6.4	1.3	-1.7	-1.6	-1.8	-0.7	0.0
O=C(CSc1ncnc2c1cnn2-c1ccccc1)Nc1ccc2c(c1)OCO2	-1.1	-0.5	1.5	-1.1	3.0	-1.5	0.3	-3.4	-0.6	-4.9	0.5
O=C1c2ccccc2C(=O)N1Cc1cc(-c2ccccc2Cl)no1	-0.3	0.2	12.1	0.6	3.3	0.2	-1.7	0.0	-1.5	4.6	-0.4
CCN(CC)S(=O)(=O)c1c(OC)cc(C)c(Cl)c1C	-1.9	-3.5	-1.0	0.2	-2.5	-0.3	-1.0	3.5	-2.6	1.5	-1.4
O=C(N1CCCCC1)N1CCN(S(=O)(=O)c2ccc(Cl)cc2)CC1	-1.1	2.6	-5.7	-0.3	-10.2	-0.2	0.1	-0.4	-1.4	-4.1	0.2
Cc1ccc(Cl)cc1NC(=O)C1CCCN(c2cnccn2)C1 (stereo not given)	-1.3	-2.5	-9.0	-0.1	1.4	-1.4	-0.8	-1.1	1.2	-4.2	0.1
Cc1ccc(C(=O)CC(C(=O)O)n2ccc(C)n2)cc1 (stereo not given)	-1.2	-2.5	4.0	-0.4	3.9	-0.8	-0.2	-0.8	8.2*	3.6	-0.1
COc1ccc(C)cc1NS(=O)(=O)c1ccc2c(c1)CCN2C(C)=O	-1.1	-1.3	-3.4	-0.3	-1.3	-1.0	-0.1	1.4	-3.1	-1.4	-0.3
Cc1nn(-c2ccccc2)c(N2CCCC2)c1/C=N/NC(=S)Nc1ccc(F)cc1	-1.5	0.7	13.9	-0.8	0.2	-2.0	0.1	2.0	0.0	3.3	-0.9
COc1ccc(S(=O)(=O)Nc2ccccc2C)cc1	-1.5	-1.1	-18.4	-0.6	-0.4	-1.1	-0.8	-2.4	2.7	-9.8	2.5
Cc1cc(OCC(=O)O)c2cccc(C)c2n1	-1.1	1.9	-16.2	1.9	7.6	-1.4	-0.6	-0.1	1.2	-4.8	0.8
COc1nnc(-c2ccccc2)s1	-0.2	2.7	2.8	1.1	2.3	2.2	0.1	2.7	2.0	-6.5	-0.6
CSCCC(N=C(NS(=O)(=O)c1ccccc1)c1ccccc1)C(=O)O (stereo not given)	2.4*	-1.9	-3.7	-0.9	1.0	-1.8	-1.5	-1.9	0.0	-4.2	-0.3
CCC[n+]1c2ccccc2cc2ccccc21	-0.9	-1.3	i	-0.8	5.1	-2.7	-3.2	5.8	-2.5	-267.1	-1.8
CCCNC(=O)c1cc(-c2ccc3c(c2)OCO3)on1	0.3	10.9*	14.3	3.2	5.4	2.4	0.4	1.9	1.1	0.8	0.3
COc1ccc(S(=O)(=O)N2CCC(C(=O)N[C@H](C(=O)NCc3ccccc3)C(C)C)CC2)cc1	-1.3	-2.1	3.5	-0.3	-3.2	-0.1	1.5	-1.7	-3.8	1.9	-0.2
CCOc1ccc(NC(=O)CN2CCc3cc4c(cc3C2)OCCCO4)cc1OCC	-0.8	0.7	1.0	-0.4	2.6	-1.3	-1.4	0.3	0.1	-0.8	-0.6
Cc1ccc(C)c(NC(=O)CCN2CCN(c3ccccc3F)CC2)c1	-1.0	2.5	3.8	0.0	0.9	-1.5	-0.7	0.7	-0.5	-0.2	-0.3
Cc1ccc(C(c2nc3ccccc3[nH]2)n2c(-c3ccccc3)nc3ccccc32)cc1 (stereo not given)	-0.8	9.8	-133.6	1.6	-9.8	3.7	0.4	/	-0.1	-39.3	/
Cc1[nH]nc2c1C(c1ccc(O)cc1)C1=C(CC(C)(C)CC1=O)N2 (stereo not given)	-1.4	0.9	-96.5	-0.1	1.3	0.9	0.3	-0.8	-2.2	-32.8	0.8
CN1CCN(S(=O)(=O)c2cccc(C(=O)Nc3sc4c(c3-c3nc5ccccc5[nH]3)CCCC4)c2)CC1	-0.1	6.1	-4.2	-0.5	3.2	6.1*	0.1	0.9	21.0*	-5.9	-0.7
COc1cc(NC(=S)N2CCC(C(N)=O)CC2)c(OC)cc1Cl	-1.3	-2.0	4.3	-0.1	-1.2	0.1	-0.5	1.1	1.0	2.0	1.4
O=C(O)c1ccc(NC(=O)c2cccc(C(=O)Nc3ccc(C(=O)O)cc3)c2)cc1	-0.7	-2.1	2.3	0.4	1.3	0.4	-3.1	1.0	-2.7	4.8	-0.1
COCCn1c(=S)[nH]c2cc(C(=O)NC3CCCC(C)C3C)ccc2c1=O (stereo not given)	-0.9	-0.8	-7.2	-0.6	-5.3	-1.6	2.4	2.5	1.2	-2.4	2.4
Nc1nc(N2CCN(c3ccc(Cl)cc3)CC2)n[nH]1	-0.5	-4.0	-7.1	0.4	-1.2	1.0	-2.2	2.0	-4.2	1.5	0.1
O=S1(=O)CCC(NC(=S)N2CCOCC2)C1 (stereo not given)	-0.7	-0.1	-0.4	0.3	4.6	-3.0	1.7	1.6	-1.9	-2.3	-0.6
